Source: PubChem BioAssay (National Center for Advancing Translational Sciences (NCATS))
aSyn yeast rescue: alpha-synuclein toxicity suppression in yeast; S. cerevisiae alpha-synuclein toxicity rescue, BacTiter-Glo growth, 24 h; Potency, µM (top dose mostly 46.1 µM), for inactives: at the highest dose growth rescue (activation), actives largely listed as activators; hit rate 0.02% among 94,000; AID 1347070; active = well fitted activation curve with a large enough effect; inconclusive = small, poorly fitted or top-dose-only effect; also: 0% is about no effect
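Growth restoration measured by BacTiter-Glo luminescence after 24 hr at 30 deg C; alpha-synuclein yeast, raffinose-pregrown to mid-log, were added at OD600=0.02 in galactose medium onto pinned compounds.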
Numbers without * were called inactive; u = inconclusive; [ ] = another dose, or the depositor's remark. Potency is read from the fitted curve at half-maximal effect.

The first six compounds, ahead of the listing:
SMILES	aSyn yeast rescue
Cc1ccc(C(=O)NCCNC(=O)COc2ccc(C)c(C)c2)cn1	2%
O=C(Nc1ccc([N+](=O)[O-])cn1)c1ccc2c(c1)OCO2	5%
CCOC(=O)c1cnc2ccc(OCC)cc2c1N1CCN(c2cccc(Cl)c2)CC1	-5%
CN(C)S(=O)(=O)c1ccc(Cl)c(NC(=O)COC(=O)CNC(=O)c2ccco2)c1	-10%
Cc1ccc(Cl)cc1N1CCN(C(=O)C2CCN(S(=O)(=O)c3cn(C)cn3)CC2)CC1	-5%
CCOCCc1nn2c(=O)cc(COC(=O)c3ccc(NC(=O)c4cccs4)cc3)nc2s1	-7%

Main list, from the first entry:
SMILES	aSyn yeast rescue
Cc1ccc(C(=O)NCCNC(=O)COc2ccc(C)c(C)c2)cn1	2%
O=C(Nc1ccc([N+](=O)[O-])cn1)c1ccc2c(c1)OCO2	5%
CCOC(=O)c1cnc2ccc(OCC)cc2c1N1CCN(c2cccc(Cl)c2)CC1	-5%
CN(C)S(=O)(=O)c1ccc(Cl)c(NC(=O)COC(=O)CNC(=O)c2ccco2)c1	-10%
Cc1ccc(Cl)cc1N1CCN(C(=O)C2CCN(S(=O)(=O)c3cn(C)cn3)CC2)CC1	-5%
CCOCCc1nn2c(=O)cc(COC(=O)c3ccc(NC(=O)c4cccs4)cc3)nc2s1	-7%
CCOC(=O)Cc1ccc(NC(=O)N2CCSc3ccccc32)cc1	-6%
CC1CCN(c2oc(/C=C/c3ccc(F)cc3)nc2C#N)CC1	-7%
Cc1cccc(C)c1NC(=O)CN(c1c(C)cccc1C)S(C)(=O)=O	7%
COc1cccc(N2CCN(C(=O)CCS(=O)(=O)c3ccc4c(c3)oc(=O)n4C)CC2)c1	0%

In the list so far, these contain a carbonyl joined to an NH by a bond outside any ring:
SMILES	aSyn yeast rescue
Cc1ccc(C(=O)NCCNC(=O)COc2ccc(C)c(C)c2)cn1	2%
O=C(Nc1ccc([N+](=O)[O-])cn1)c1ccc2c(c1)OCO2	5%
CN(C)S(=O)(=O)c1ccc(Cl)c(NC(=O)COC(=O)CNC(=O)c2ccco2)c1	-10%
CCOCCc1nn2c(=O)cc(COC(=O)c3ccc(NC(=O)c4cccs4)cc3)nc2s1	-7%
CCOC(=O)Cc1ccc(NC(=O)N2CCSc3ccccc32)cc1	-6%
Cc1cccc(C)c1NC(=O)CN(c1c(C)cccc1C)S(C)(=O)=O	7%

The list continues.
SMILES	aSyn yeast rescue
Cc1ccc(CN(C)C(=O)C2CCN(C(=O)Nc3ccccc3)CC2)o1	3%
O=C(Nc1ccccc1Cl)C1CCN(c2nc3ccccc3[nH]2)CC1	-4%
COc1cc(Br)c(C2CC(=O)Nc3cc(OC)c(OC)c(OC)c32)cc1OC (stereo unspecified)	2%
CCN1C(=O)c2ccccc2Sc2ccc(C(=O)NCCCN(CC(C)C)CC(C)C)cc21	-4%
COc1ccccc1-c1noc(-c2ccc(NC3CCCC3)c([N+](=O)[O-])c2)n1	10%
Cc1nnc(SCC(=O)Nc2nccs2)n1N	-5%
Cc1ccc(C)c(NC(=O)COC(=O)c2cc(=O)c3ccccc3o2)c1	-2%
CCOc1ccc(CN2C(=O)c3ccccc3Sc3ccc(C(=O)NCc4ccc5c(c4)OCO5)cc32)cc1	-4%
N#Cc1ccc(CN2CCN(CC(=O)NCCc3ccc(Cl)cc3Cl)CC2)cc1	2%
COc1ccc(Cl)cc1NC(=O)c1cc(C)nn1-c1ccccc1	u
COc1ccc([N+](=O)[O-])cc1NC(=O)Cc1c(Cl)cccc1Cl	-8%
COc1ccc(NC(=O)C2CCC(CNc3c(N4CCOCC4)c(=O)c3=O)CC2)cc1Cl (stereo unspecified)	-7%
Cc1ccc2nc(CSc3nnc(NC(=O)COc4ccccc4F)s3)cc(=O)n2c1	0%
CCCCn1c(N)c(N(CC(C)C)C(=O)Cn2c(=O)oc3ccccc32)c(=O)[nH]c1=O	-2%
Cc1cc(OCC(=O)OCC(=O)NCc2ccco2)ccc1Cl	4%
Cc1ccc(-c2noc(-c3ccc(NCc4cccnc4)c([N+](=O)[O-])c3)n2)cc1	4%
O=C(NCCc1ccccc1)C(=O)NCC(c1cccnc1)N1CCN(c2ccc(F)cc2)CC1 (stereo unspecified)	3%
Cc1ccc(S(=O)(=O)n2nc(OC(=O)c3ccccc3C)cc2N)cc1	-5%
Cc1ccc(N2CN(Cc3ccco3)CNC2=S)c(C)c1	13%
Cc1cccc(C(=O)NC(=O)Nc2ccc(-n3nc(C(F)(F)F)cc3C(F)(F)F)cc2)c1	4%
Cc1c(C(=O)Nc2ccccc2Br)oc2ccc(S(=O)(=O)N3CCCCC3)cc12	-7%
COc1ccc(N2CCOCC2)c(NC(=O)c2ccco2)c1	-2%
Cc1cc(Cl)ccc1NC(=O)C(=O)NCc1ccco1	0%
COc1ccccc1C(=O)NC(=O)COC(=O)c1ccc(Cl)cc1[N+](=O)[O-]	0%
Cc1ccc(OCC(=O)NNC(=O)Nc2ccc(Cl)cc2)c(Br)c1	9%
O=C(Nc1cnc(N2CCN(c3ccccc3)CC2)c(C(=O)O)c1)c1cccs1	4%
O=C(CN1CCC(NC(=O)Nc2ccccc2)CC1)Nc1ccc([N+](=O)[O-])cc1	4%
COc1ccc2oc(C(=O)OCC(=O)N3CCN(C(C)=O)CC3)c(C)c2c1	0%
O=C(CCN1C(=O)/C(=C\c2ccccc2)SC1=S)N1CCOCC1	-5%
CC(Oc1ccccc1Cl)C(=O)N1CCN(CCc2ccccn2)CC1 (stereo unspecified)	-1%
C[C@H]1CN([C@@H](C)CO)S(=O)(=O)c2ccc(Br)cc2O[C@@H]1CN(C)Cc1cccc(F)c1	-3%
COc1ccc(CCNC(=O)c2ccc(Cn3c(=O)c4ccccc4n(Cc4cccc(C)c4)c3=O)cc2)cc1OC	-2%
CCCn1c(NC(=O)C2CCN(C(=O)c3ccccc3C)CC2)nc2ccccc21	7%
COc1ccc(C2(CNC(=O)c3cccc([N+](=O)[O-])c3)CCOCC2)cc1OC	2%
CCOC(=O)c1scc(-c2ccc(C)cc2)c1S(=O)(=O)Nc1ccc(F)c(F)c1	-11%
O=C(NCc1ccccc1Cl)c1ccc2c(c1)N(Cc1ccccc1)C(=O)CS2	1%
CCCN(CCC)CCNC(=O)c1nn(C)c2c1CS(=O)(=O)c1ccccc1-2	2%
CC1(NC(=O)NCCCCCCNC(=O)NC2(C)CCS(=O)(=O)C2)CCS(=O)(=O)C1 (stereo unspecified)	9%
CC(C)(C)c1ccc(CN(Cc2ccco2)c2cnc(S(C)(=O)=O)nc2C(=O)Nc2ccc(F)cc2)cc1	-1%
O=C(CCSCc1cccc(Cl)c1)NCCc1ccc(Cl)cc1	10%
O=C(CSc1nc(=O)n(CCN2CCOCC2)c2c1CCC2)Nc1ccc(F)cc1F	-10%
Cc1ccc(Cl)cc1N1CCN(S(=O)(=O)c2ccc3[nH]c(=O)c(=O)[nH]c3c2)CC1	-3%
CN(CC(=O)Nc1ccccc1Br)CC(=O)Nc1ccccc1C(F)(F)F	5%
CCN1C(=O)c2ccccc2S(=O)c2ccc(C(=O)NCc3ccc(C)cc3)cc21 (stereo unspecified)	3%
CC(=O)N1CCCc2cc(S(=O)(=O)N3CCC(C(=O)NCc4ccc(N(C)C)cc4)CC3)ccc21	6%
Cc1ccc(NC(=O)Cn2c(=O)n(Cc3ccc(C(=O)NCc4ccc5c(c4)OCO5)cc3)c(=O)c3ccccc32)cc1	-2%
COc1ccc(/C=C/C(=O)OCC(=O)N2c3ccccc3CC2C)cc1OC (stereo unspecified)	-3%
O=C(CN1CCN(S(=O)(=O)c2ccccc2F)CC1)NC1CCCC1	-9%
CCCCc1ccc(NC(=O)C2CCCC2)cc1	-20%
O=C(CCNC(=O)c1ccc([N+](=O)[O-])cc1)Nc1nc2ccccc2[nH]1	-43%[inhibitor]
(cont.)
SMILES	aSyn yeast rescue
Cn1ncc(Br)c1C(=O)NC1CCCCC1	0%
Cc1ccc(CCNS(=O)(=O)c2ccc3c(c2)CC(C)N3C(=O)C2CCC2)cc1 (stereo unspecified)	25%
COc1ccc(-c2noc(CN(C(=O)Cc3ccc(C)cc3)C(C)C)n2)cc1	7%
O=C(Cn1c(=O)n(CC2CCCO2)c(=O)c2ccccc21)Nc1ccc(F)cc1F (stereo unspecified)	-1%
COc1cccc2c1cc1c(=O)n(CC(=O)N3CCN(c4cc(Cl)ccc4C)CC3)nc(C)n12	-3%
O=[N+]([O-])c1ccccc1OCCCNCc1ccccc1	-3%
COc1ccc(C(=O)N(c2ccc(OC)cc2)S(=O)(=O)c2ccc3c(c2)n(C)c(=O)n3C)cc1	3%
Cc1ccc(OCCC(=O)N2CCN(c3ccc(O)cc3)CC2)cc1	4%
CCOc1ccccc1C(=O)N(Cc1ccc(N(C)C)cc1)CC1CCCO1 (stereo unspecified)	2%
O=C1CCCc2cc3c(cc21)CC1(C3)Cc2cc3c(cc2C1)C(=O)CCC3	1%
CC(C)[C@H](NC(=O)c1c(F)cccc1F)C(=O)OCC(=O)NNC(=O)c1ccccc1	-16%
O=C(NC1CCCCCC1)c1cc2c(Cl)nc3ccccc3c2s1	-2%
O=c1[nH]c(CSc2ccccc2)nc2c1oc1ccccc12	0%
COc1ccc(C2=NN(c3ccc(C=O)cc3)C(c3ccccc3)C2)cc1 (stereo unspecified)	17%
CCC1(c2ccccc2)NC(=O)N(CC(=O)Nc2cc(C(F)(F)F)ccc2N2CCCC2)C1=O (stereo unspecified)	9%
Cc1c2cnn(CC(=O)Nc3ccc(F)cc3F)c(=O)c2c(C)n1Cc1cccc(Cl)c1	2%
CCc1ccc(C(=O)COC(=O)[C@@H](NC(N)=O)[C@@H](C)CC)cc1	-3%
Cc1cc(C)n2nc(CC(=O)NCc3ccc(F)cc3)nc2n1	-4%
S=C(Nc1cccc(Cl)c1)N(CCCN1CCCC1)Cc1cccn1Cc1ccc(Cl)cc1	-3%
CCC/C=C/c1ccc(CN2C(C)C(=O)N(Cc3cn(Cc4ccco4)nn3)CCS2(=O)=O)cc1 (stereo unspecified)	11%
c1nc(Nc2ccc(N3CCOCC3)cc2)c2ccsc2n1	3%
CCC(C)C(=O)C(=O)N1CCC(n2nccc2NC(=O)CCOc2ccccc2)CC1 (stereo unspecified)	-12%
Cc1cccc(NC(=O)Cn2cc(S(=O)(=O)N3CCCC3)c(S(=O)(=O)N3CCCC3)c2)c1C	1%
O=C(O)COc1ccccc1/C=C1\SC(=S)N(c2cccnc2)C1=O	-4%
Cc1ccc(C(=O)c2cn(Cc3c(F)cccc3Cl)c3nc(C)ccc3c2=O)cc1	2%
CSCCC(NS(=O)(=O)c1ccc2c(c1)oc(=O)n2C)C(=O)NC1CCCCC1 (stereo unspecified)	-5%
O=C(Nc1ccc(-c2cn3cccnc3n2)cc1)c1cc(Br)ccc1Cl	10%
Nc1ccccc1Oc1c(F)c(F)c(Oc2ccccc2N)c(F)c1F	12%
CCOC(=O)Cn1c(=O)cc(C)c2c(C)nn(-c3cccc(F)c3)c21	12%
O=C(Cn1c(=O)oc2cc(S(=O)(=O)NC3CCCC3)ccc21)Nc1ccc(F)c(F)c1	5%
Cc1ccc(C)c(S(=O)(=O)Nc2ccc3c(c2)CCCN3C(=O)c2cccs2)c1	15%
COc1ccc(CNC(=O)c2cc3sccc3n2Cc2ccc(C)cc2)cc1	-2%
Cc1cc(C(=O)CCC(=O)N2CCN(c3ccccc3)CC2)c(C)s1	2%
O=c1n(Cc2ccc([N+](=O)[O-])cc2)c2ccccc2c2nc(-c3ccccc3)nn12	1%
O=C(CSc1n[nH]c(-c2ccco2)n1)Nc1ccc(F)cc1	-8%
CC(C)CCN1CCN(Cc2cccc3cccnc23)CC1CCO (stereo unspecified)	-3%
CCc1ccccc1NC(=O)c1ccc([N+](=O)[O-])s1	-11%
COc1cc(/C=C2\SC(=S)N(NS(=O)(=O)c3ccc(C)cc3)C2=O)cc(OC)c1OC	-7%
CCOc1ccc(/C=C/c2nc(C#N)c(N3CCN(c4ccccc4)CC3)o2)cc1	3%
COc1ccc(S(=O)(=O)N2CCN(c3ccccc3F)CC2)cc1-c1noc(C)n1	3%
COc1ccc(N2CCN(C(=O)CCc3nnc4n(C)c(=O)c5sccc5n34)CC2)cc1	3%
CCc1sc(Nc2cccc(Cl)c2C)nc1-c1cc2cccc(OC)c2oc1=O	5%
COc1ccccc1CNS(=O)(=O)c1cc2c3c(c1)CCC(=O)N3CCC2	-5%
CCCCCn1c(C(C)NC(=O)CCC)nc2ccccc21 (stereo unspecified)	13%
S=C(NCCc1ccccc1)N1CCC2CC1c1c(Cl)cccc12 (stereo unspecified)	2%
COc1ccc(-n2cc(-c3ccccc3)c3c(NCc4cccc(Cl)c4)ncnc32)cc1	-2%
CCCCCNC(=O)c1cc2c(=O)n3ccccc3nc2n1C	5%
CCN(CC)C(=O)CSc1nc(-c2ccccc2)cc(-c2ccc(OC)cc2)c1C#N	-1%
CC1CCCCN1CCn1cnc2c([nH]c3ccccc32)c1=O (stereo unspecified)	5%
O=C(CSc1nc2ccsc2c(=O)n1-c1ccc(Cl)cc1)NCc1ccc(Cl)cc1	1%
Further compounds
SMILES	aSyn yeast rescue
O=C(Cn1ncc2c1-c1ccccc1OC2)N1CCN(c2ccccc2)CC1	u
COc1ccc(CNC(=O)O[C@H]2C[C@@H]3C(=O)N(c4ccccc4)C(=O)[C@@H]3[C@@H]3CN(S(=O)(=O)c4ccc(C)cc4)C[C@]23O)cc1OC	5%
O=C(NC1CCCc2c1cnn2-c1ccccc1F)c1ccncc1 (stereo unspecified)	2%
Nc1nc(NS(=O)(=O)c2ccc(Cl)cc2)nn1-c1ccccc1	8%
COc1ccc(-n2nc(C(=O)NCC(=O)N3CCN(c4ccccn4)CC3)c3ccccc3c2=O)c(OC)c1	4%
COc1ccc(-c2noc(CC(=O)N(C)c3cccc(C)c3)n2)cc1	9%
COc1cc(C(=S)N2CCCC2)cc(Cl)c1OCC(=O)Nc1ccc(C)cc1C	0%
COc1ccc(-c2nc(CN3CCC(C(=O)NCCc4ccccc4)CC3)c(C)o2)cc1OC	1%
CC(=O)NS(=O)(=O)c1ccc(NC(=S)NC(=O)CC(C)C)cc1	-12%

An excerpt; rates above refer to the full screens.
